# D1 antagonist: human D1 dopamine receptor antagonism | HEK293 TREx D1 cells, calcium flux, dopamine EC80; hits give low values | P21728 | activity change, negative = inhibition, % at 10 µM | hit rate 3.2% among 360,000 | AID 504652; in the data active means activity change below about -30%; further: on the % scale 0 is the no-effect control and ±100 the full control effect
#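 Calcium flux readout: force-coupled, inducible Hek293 Trex D1 line, cells induced overnight at 30 C with tetracycline, dye-loaded 30–90 min at RT. Antagonism scored against EC80 dopamine challenge given 180 s after compound.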
# Vif-A3G inh: blocks the Vif interaction with human APOBEC3G. Q9HC16. HeLa A3G-eYFP + Vif (tagged APOBEC3G with the HIV-1 protein that degrades it), YFP fluorescence, overnight. Potency, µM (top dose mostly 46.1 µM), for inactives: at the highest dose activity, negative = active, usual class: inhibitors. hit rate 0.076% among 410,000;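 further: potency means the concentration at half of the fitted maximal effect; on the % scale 0 is the no-effect control and ±100 the full control effect; nearly all actives have a fitted effect of over 60% in size; hits raise eYFP signal because A3G escapes Vif-driven loss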
# Target sequence (Q9HC16 whole entry, looked up): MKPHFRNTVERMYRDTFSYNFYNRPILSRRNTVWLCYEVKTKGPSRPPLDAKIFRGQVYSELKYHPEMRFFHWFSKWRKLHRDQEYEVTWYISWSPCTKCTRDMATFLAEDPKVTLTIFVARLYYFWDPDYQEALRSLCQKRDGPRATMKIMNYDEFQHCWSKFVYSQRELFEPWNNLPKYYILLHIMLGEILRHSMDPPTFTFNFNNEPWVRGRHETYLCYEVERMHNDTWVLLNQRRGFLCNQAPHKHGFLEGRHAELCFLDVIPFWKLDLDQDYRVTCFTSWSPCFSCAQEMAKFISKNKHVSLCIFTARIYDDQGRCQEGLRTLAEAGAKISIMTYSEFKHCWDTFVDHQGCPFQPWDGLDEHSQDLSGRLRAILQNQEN
#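 Read-out is eYFP fluorescence (Ex 488/Em 500-530) from Vif-expressing HeLa A3G-eYFP cells; more signal means A3G escaped Vif-mediated degradation. Cells plated overnight, compound pinned in, incubated overnight at 37 deg C.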
# D1 PAM: potentiators of human D1 dopamine receptor; potentiation, % at 10 µM; HEK293 TREx D1 cells, calcium flux, dopamine EC20 potentiation; AID 504651; P21728; hit rate 0.036% among 360,000; in the data active means potentiation above about 30%; further: 0% is about no effect
# Vif-A3F inh: Vif-A3F binding inhibition; AID 602313; Potency, µM (top dose mostly 46.1 µM), for the others: top-dose activity, negative = active; hit rate 0.2% among 390,000; HeLa A3F-eYFP + Vif (tagged APOBEC3F with the HIV-1 protein that degrades it), YFP fluorescence increase; further: potency means the concentration at half of the fitted maximal effect; % of control where 0% means no effect; nearly all actives have a fitted effect of over 65% in size
#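 Fluorescence increase (Ex 488/Em 500-530) after overnight compound treatment at 37 deg C flags inhibition of Vif-driven A3F-eYFP loss in stable HeLa A3F-eYFP/Vif cells seeded overnight beforehand.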
# Glioma ERSR ind: ER stress response induction in glioma | U87-MG GRP78 promoter luciferase reporter, 16 h | Potency, µM, without a hit: top-dose activation, most hits filed as activators | hit rate 0.02% among 420,000 | AID 602332; further: potency means the concentration at half of the fitted maximal effect; series mostly up to about 76 µM; % of control where 0% means no effect; nearly all actives have a fitted effect of over 35% in size
#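 Stably transfected U87-MG human glioma cells carrying a GRP78-based luminescent sensor were seeded at 1000 cells/well, pin-dosed with compounds and incubated 16 h. Luciferase reagent was then added, and end-point luminescence was read after 10 min at room temperature.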
# D1 agonist: agonists of human D1 dopamine receptor | HEK293 T-REx D1 cells, calcium flux, agonist mode | activation, % at 2 µM | hit rate 1% among 360,000 | AID 504660; in the data active means activation above about 30%; further: 0% is about no effect
#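 Agonism was scored from calcium flux recorded over 180 s (1 read/s) after pintool compound addition, following a 10-cycle baseline. Cells were inducible force-coupled HEK293 TREx D1, plated overnight at 30 C and loaded with no-wash calcium dye.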
# RXFP1 agonist: activates the human relaxin receptor RXFP1 | Q9HBX9 | HEK293T-RXFP1 cAMP TR-FRET, 30 min; response scale: percent of porcine relaxin response, buffer zero | Potency, µM (highest dose often 57.5 µM), for inactives: top-dose activation, actives largely listed as activators | hit rate 0.3% among 370,000; further: potency means the concentration at half of the fitted maximal effect; on the % scale 0 is the no-effect control and ±100 the full control effect; nearly all actives have a fitted effect of over 60% in size; many of its hits are not listed in these tables
#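 Agonist response is measured as cAMP accumulation in an RXFP1-transfected HEK293T line under PDE4 inhibition. Values are scaled between buffer-only and 29 nM porcine relaxin, and EC50s come from standard Hill equation fits.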
# D2 PAM: D2 dopamine receptor (human) potentiation. hit rate 0.34% among 340,000. P14416. HEK293 T-REx D2, calcium flux, EC20 dopamine potentiation. potentiation, % at 10 µM;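 active means potentiation over 3 SD above the plate norm, cut at about 30% in these data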; further: 0% is about no effect
# Target sequence (P14416 whole entry, looked up): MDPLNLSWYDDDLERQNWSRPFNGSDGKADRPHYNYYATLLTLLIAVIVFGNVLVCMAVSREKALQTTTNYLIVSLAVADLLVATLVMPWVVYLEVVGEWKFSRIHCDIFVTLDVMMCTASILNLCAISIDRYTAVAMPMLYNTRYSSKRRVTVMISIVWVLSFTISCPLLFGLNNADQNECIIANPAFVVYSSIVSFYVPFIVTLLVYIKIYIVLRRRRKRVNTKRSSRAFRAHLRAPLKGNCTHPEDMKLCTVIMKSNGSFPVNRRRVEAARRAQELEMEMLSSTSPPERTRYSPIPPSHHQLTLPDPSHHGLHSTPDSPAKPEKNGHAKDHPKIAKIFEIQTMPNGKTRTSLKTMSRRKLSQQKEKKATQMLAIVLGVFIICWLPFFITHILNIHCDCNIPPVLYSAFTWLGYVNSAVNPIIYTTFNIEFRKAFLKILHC
#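 Potentiation of an EC20 dopamine calcium response measured kinetically over 180 s, after a preceding 180 s compound-only read flagging agonists. Cells: inducible Hek293 Trex D2 line, 4000/well, cultured overnight at 30 C before dye loading.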
# RXFP1 antagonist: antagonists of human relaxin receptor RXFP1. activity change, negative = inhibition, % at 57.5 µM. hit rate 0.59% among 350,000. HEK293-RXFP1, relaxin-stimulated cAMP HTRF, 30 min; hits give low values;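 active means activity change of -60% or lower, but not beyond a set lower limit; inconclusive means change between -60% and -40%, or beyond the set limit; inactive means change above -40%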; further: on the % scale 0 is the no-effect control and ±100 the full control effect
# Numbers without * were called inactive; ? = inconclusive; nt = not tested or not shown. Unless noted, the call rests on the fitted dose curve; in most records, active means well fitted curve in the direction sought with a large enough effect; inconclusive means small, poorly fitted or top-dose-only effect, or another doubt; inactive means no such curve, though single readings can be large; an effect the other way counts as inactive or inconclusive. Not all compounds are listed, so the mix of outcomes need not match the whole.
SMILES,D1 antagonist,Vif-A3G inh,D1 PAM,Vif-A3F inh,Glioma ERSR ind,D1 agonist,RXFP1 agonist,D2 PAM,RXFP1 antagonist
O=C(COC(=O)CC1CCCC1)Nc1ccc(OC(F)F)cc1,0,-5%,-4,?,-1%,4,-0.6%,15,-8
NC(=S)N=Nc1c(O)n(CC(=O)Nc2ccccc2)c2ccccc12,-16,-5%,-3,?,-3%,1,0.7%,0,0
CS(=O)(=O)N1CCN(c2ccccc2NC(=O)c2ccc([N+](=O)[O-])o2)CC1,-14,?,-4,6%,3%,-3,-1.4%,8,3
CCOC(=O)C1=NOC(COc2ccccc2C=O)C1 (configuration not stated),3,1%,-5,-9%,5%,-1,0.2%,1,-12
CC(C)COC(=O)NCCCOC(=O)Nc1ccccc1,-11,9%,-9,-11%,2%,10,0.4%,6,0
CC(=C/c1ccccc1)/C=N/n1c(C)n[nH]c1=S,-22,-11%,-5,-13%,3%,2,0.2%,2,-3
CC(C)(C)C1CCc2c(sc(NC(=O)c3ccncc3)c2C(N)=O)C1 (configuration not stated),38,-16%,27,-1%,6%,0,-1.3%,8,nt
CCNC(=O)c1sc(=S)n(-c2ccc(C)cc2)c1N,-1,-1%,-5,-4%,-1%,2,1.3%,9,2
O=C(Nc1cc(S(=O)(=O)N2CCOCC2)ccc1N1CCCC1)c1cnccn1,19,3%,13,-1%,-4%,0,-0.3%,-1,2
O=C(NCc1cccs1)c1nc2c(nnn2Cc2ccc(F)cc2)c(=O)[nH]1,-11,-1%,-3,-3%,-3%,0,1.1%,-5,-22
Cc1cc(-c2ccc(C(C)C)c(S(=O)(=O)N3CC(=O)Nc4ccccc43)c2)on1,7,-12%,-2,-7%,-5%,0,-0.4%,5,-38
Cc1ccccc1OCCN1C(=O)NC2(CCCc3ccccc32)C1=O (configuration not stated),7,-11%,-6,0%,-5%,2,1.8%,8,-1
O=C(O)c1ccc(NC(=S)NC(=O)C(c2ccccc2)c2ccccc2)cc1,-22,-12%,1,4%,0%,5,2.2%,-5,-28
CCN(CC)S(=O)(=O)c1ccc(C)c(NC(=O)COC(=O)[C@@H]2CCCN2C(=O)c2cccs2)c1,-6,0%,0,4%,-2%,-5,8.6%,-1,-2
COc1ccc(-n2c(=S)[nH]c3cc(C(=O)Nc4cc(C(N)=O)ccc4OC)ccc3c2=O)c(OC)c1,2,-1%,-7,-5%,-5%,-1,2.0%,-1,-6
Cc1ccc(NC(=O)c2ccc3c(=O)n4c(nc3c2)CCC4)cc1F,10,2%,-9,3%,1%,4,0.7%,8,-5
COc1ccc(N2CC(C(=O)OCC(=O)c3cccc(OC)c3)CC2=O)cc1 (configuration not stated),3,0%,-1,1%,1%,3,-0.9%,16,6
Brc1cc2c(cc1CSc1ncccn1)OCO2,-2,-13%,-4,3%,4%,21,-4.7%,14,6
CC(=O)Nc1ccc(S(=O)(=O)N2CCN(C(C)CCc3ccccc3)CC2)cc1 (configuration not stated),-10,1%,1,3%,-7%,3,-1.9%,3,7
CC(C)n1ncc2c(C(=O)NCCc3ccc(F)cc3)cc(C3CC3)nc21,-18,-1%,-8,6%,-4%,7,-0.5%,-24,-10
CN(CC(=O)Nc1ccccc1N1CCOCC1)CC(=O)Nc1ccc(F)c(F)c1F,-4,-5%,0,10%,-1%,1,-0.2%,15,7
O=c1c(C=NCCCO)c(-c2ccccc2)[nH]n1-c1nc2ccccc2s1,-1,-5%,-4,-4%,-9%,2,-2.1%,8,-1
Cc1nnc(CN(C)C(=O)c2cc(COc3ccc(F)cc3Cl)on2)o1,4,-2%,-4,2%,-1%,2,-2.1%,7,1
Cc1ccc(S(=O)(=O)c2cn(C)c3cc(N4CCN(c5ccccc5)CC4)c(F)cc3c2=O)cc1,-4,-3%,-2,9%,-1%,-1,0.1%,6,-25
C=CCSc1nc(C)cc2c1C(=O)OC2,13,-1%,-11,7%,-4%,3,3.6%,7,-5
SMILES,D1 antagonist,Vif-A3G inh,D1 PAM,Vif-A3F inh,Glioma ERSR ind,D1 agonist,RXFP1 agonist,D2 PAM,RXFP1 antagonist
O=C(OCC(=O)c1ccccc1)C1=NN(c2ccccc2)C(=O)CC1,nt,2%,nt,9%,-2%,nt,nt,nt,-14
CCOc1ccc2c(c1)n([O-])c1c([n+]2=O)CCCC1,-3,-2%,-4,2%,-1%,3,4.1%,15,nt
COCCn1c(N)c(N(Cc2ccccc2)C(=O)COc2ccccc2F)c(=O)[nH]c1=O,-5,0%,3,5%,-3%,1,-0.1%,-9,9
COc1ccc(-n2nc(C(=O)NCC(=O)N3CCN(Cc4ccc5c(c4)OCO5)CC3)c3ccccc3c2=O)cc1OC,-8,2%,-4,3%,-2%,-1,2.6%,-7,-4
Cc1ccc(S(=O)(=O)N/N=C/c2cccc(OC3CSC3)c2)cc1,4,?,-5,-16%,-4%,0,-0.1%,-3,0
COc1ccc(N2CCN(Cc3nc4cc(Cl)ccc4c(=O)[nH]3)CC2)cc1,4,1%,1,-1%,-1%,1,1.5%,7,-11
Cc1onc(-c2ccccc2)c1C(=O)NCC(=O)Nc1cc(Cl)ccc1Cl,nt,-6%,nt,9%,-1%,nt,nt,nt,-29
CCN(CC)c1ccc(C2C(C(=O)OCCOC(C)C)=C(C)NC3=C2C(=O)CCC3)cc1 (configuration not stated),-16,-1%,-3,nt,-7%,1,1.5%,4,-13
CCOc1ccc(/C=N/NC(N)=S)cc1,5,-7%,-1,0%,0%,0,-0.6%,-7,-21
COc1ccccc1C(=O)Nc1ccc(OCC(=O)N2C(C)CCCC2C)cc1 (configuration not stated),14,1%,-6,5%,3%,0,2.1%,-10,-10
Cc1ccc(C)c(NC(=O)c2cc(-c3ccccc3O)n[nH]2)c1,-22,-8%,-7,7%,5%,2,2.2%,-3,-1
O=C(Nc1ccc(OC(F)(F)F)cc1)C1CCCN(C(=O)c2ccc(Cl)cc2)C1 (configuration not stated),-15,-1%,-6,-1%,4%,11,3.2%,0,-20
CC1=C(c2ccccc2)C=NNCC1=O,nt,-9%,nt,-7%,4%,nt,nt,nt,-3
Cc1ccc2c(c1)CCO[C@]21O[C@H](CCO)C[C@H](O)[C@H]1O,nt,0%,nt,1%,-5%,nt,nt,nt,-1
CCn1c(CNC(=O)c2cccc(C)c2)nnc1SCC(=O)Nc1cccc(OC)c1,-15,1%,-6,3%,-4%,0,1.0%,4,2
CCCCn1c(N)c(N(Cc2ccccc2OC)C(=O)COc2cc(C)ccc2Cl)c(=O)[nH]c1=O,6,2%,-2,2%,-2%,2,-0.2%,7,-5
O=S(=O)(Nc1ccc(-c2cnco2)cc1)c1ccccc1,-8,0%,3,8%,0%,2,-1.6%,-1,1
COc1cccc(CN2CCNC(=O)C2CC(=O)N2CCOc3ccccc3C2)c1OC (configuration not stated),-21,1%,-2,-5%,3%,1,-0.9%,nt,-13
CC1(c2cccc(Br)c2)NC(=O)N(CC(=O)N2CCc3ccccc32)C1=O (configuration not stated),12,-1%,5,-12%,-5%,1,2.1%,-9,?
O=C(c1noc2c1CCCCC2)N1CCN(c2ccc(Cl)cc2)CC1,1,10%,-6,-4%,-2%,5,3.0%,1,-12
O=C(NCCS(=O)(=O)N1CCCCC1)c1ccc2c(c1)OCO2,-16,-1%,-3,-13%,-2%,0,-0.2%,9,6
O=C(CCCn1cc([N+](=O)[O-])cn1)Nc1ccc2c(c1)OCO2,3,1%,nt,14%,4%,3,3.2%,-6,-18
COc1ccc(-c2cc(C(C)=O)c(C)n2CCC(=O)Nc2cccc(C)c2C)cc1,20,-3%,-6,-2%,-2%,0,-1.5%,6,-19
COC(=O)c1scc(-c2ccc(C)cc2)c1S(=O)(=O)Nc1c(C)cc(C)cc1C,-12,-4%,-4,2%,-4%,2,-0.6%,9,-4
COc1cccc(C(=O)c2c[nH]c(C(=O)NCCCN(C)C)c2)c1,0,1%,-3,-4%,2%,6,1.7%,-16,-7

# The last 2 entries of the part before are carried over, then new ones follow:
SMILES,D1 antagonist,Vif-A3G inh,D1 PAM,Vif-A3F inh,Glioma ERSR ind,D1 agonist,RXFP1 agonist,D2 PAM,RXFP1 antagonist
COC(=O)c1scc(-c2ccc(C)cc2)c1S(=O)(=O)Nc1c(C)cc(C)cc1C,-12,-4%,-4,2%,-4%,2,-0.6%,9,-4
COc1cccc(C(=O)c2c[nH]c(C(=O)NCCCN(C)C)c2)c1,0,1%,-3,-4%,2%,6,1.7%,-16,-7
O=C(O)c1sc2cc(C(F)(F)F)cnc2c1-c1ccccn1,8,0%,-3,-16%,-2%,-1,-0.4%,-6,2
Cc1cccc(-c2nnnn2-c2cccc(C)c2)c1,0,0%,-2,-5%,-2%,8,-0.1%,-2,-23
CCN(CC)C(=O)N1CCN(Cc2ccc3c(c2)OCO3)CC1,19,-9%,nt,-2%,5%,4,2.3%,-10,-1
COC(=O)c1ccccc1S(=O)(=O)N(CCCO)Cc1cc2c(C)ccc(C)c2[nH]c1=O,5,0%,-4,-10%,0%,-3,0.5%,15,0
CCC1CCCCN1C(=O)COc1c(Br)cc(Br)c2cccnc12 (configuration not stated),nt,0%,-3,-9%,-7%,0,?,-3,0
CCOC(=O)c1c(O)c(O)c(C(=O)OCC)n1-c1ccccc1,-4,1%,1,-10%,-6%,3,-1.1%,1,4
CCOC(=O)c1cn(-c2ccccc2)nc1-c1ccncc1,3,0%,13,-6%,-1%,2,1.6%,-1,-18
CN(C)c1ccc(CN(C(=O)C2COc3ccccc3O2)C2CCS(=O)(=O)C2)cc1 (configuration not stated),47,-5%,-3,6%,-2%,1,-0.2%,13,2
O=C(O)c1ccccc1NC(=O)c1cc(-c2ccccc2)nc2ccccc12,9,0%,0,0%,-1%,12,-6.6%,-1,-12
CCOc1ccccc1N1CCN(C(=O)CC(C)C)CC1,-12,2%,0,8%,-2%,2,6.1%,7,nt
CC(C)[C@H](NC(=O)c1ccccc1)C(=O)OCC(=O)c1c(N)n(C)c(=O)n(C)c1=O,nt,-1%,nt,-4%,-4%,nt,nt,nt,8
COc1ccc(C2C(C(=O)Nc3ccc(C)cc3C)=C(C)Nc3nc4ccccc4n32)c(OC)c1 (configuration not stated),7,-2%,8,1%,3%,-2,0.3%,5,nt

# Screens deposited in PubChem by National Center for Advancing Translational Sciences (NCATS).
